From PubChem
Granule exo inh: blocks lytic granule exocytosis; TALL-104 LAMP-1 surface exposure, flow cytometry; cells stimulated with thapsigargin and PMA; inhibition, % at 10 µM; 360,000 tested, 0.66% active; AID 651702;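 active = inhibition above about 55%, limit read from the data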
Glyco luc inh: blocks N-linked glycosylation in D54 reporter cells; D54 ERlucT glycosylation luciferase reporter, 24 h; percent of 100 nM tunicamycin response; reporter increase, % at 12.5 µM; 360,000 tested, 0.23% active; AID 588692;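 active = mean luciferase reporter signal, scaled so untreated is 0 and the glycosylation-blocking control 100, at or above a set limit in every replicate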;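 note: luciferase carries N-glycosylation sites so blocking glycosylation raises the light; 0% = median of neutral control wells and 100% = median of 100 nM tunicamycin wells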
ABHD5 PLIN5 PPI: ABHD5-PLIN5 protein interaction inhibition. Q00G26+Q8WTS1. 360,000 tested, 0.78% active. inhibition, % at 4 µM. Split G. princeps luciferase complementation, luminescence, 4 h;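 active = inhibition above the mean inhibition across every tested compound plus 3 SD, cut at about 22% in these data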;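 note: 0% = DMSO only wells and the 100% control is not disclosed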
aDG glyco up: alpha-DG glycosylation activation; Pro5-aDG cells, alpha-DG glycosylation AlphaScreen (IIH6); 0% Pro5, 100% B10-LARGE cell signal; 360,000 tested, 0.22% active; activation, % at 10 µM;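 active = activation of at least 8% versus controls, or a plate z-score of at least 8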;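 note: Pro5 are CHO cells carrying HIG-tagged alpha-DG that lacks glycosylation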
ABCB6 inh MLPCN: human ABCB6 transporter inhibition; K562-ABCB6 porphyrin accumulation, flow cytometry, 1 h; hits give low values; fluorescence ratio to DMSO, % at 10 µM; 360,000 tested, 0.19% active; Q9NP58;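 active = fluorescence ratio to DMSO below 75%, the collection mean minus 3 SD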;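 note: signal is porphyrin accumulated inside mitochondria; 100% equals median channel fluorescence of DMSO control wells; lower ratio means ABCB6 inhibition with less porphyrin fluorescence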
MC4R ag barr: activates human MC4R beta-arrestin recruitment. 360,000 tested, 0.98% active. P32245. activation, % at 8.9 µM. U2OS MC4R beta-arrestin complementation, luminescence; percent of melanotan II response, DMSO zero. AID 540308;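 active = activation above a per-plate cutoff, the mean activation of sample wells on that plate plus 3 SD, cut at about 8% in these data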
NOD2-RIPK2 inh: blocks binding of human NOD2 to RIPK2; O43353; CHO BLA complementation NOD2-RIPK2, CCF4 ratio; inhibition, % at 4.98 µM; 360,000 tested, 0.38% active; AID 624267; in the data active = inhibition above about 21%;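 note: 0% = vehicle only and 100% = reference blocker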
Vif imaging: HIV Vif inhibition; inhibition, % at 7.49 µM; 340,000 tested, 0.35% active; HEK293T cells, Vif self-association by quenched fluorescence, imaging, 24 h; in the data active = inhibition above about 50%, passing the limit was not always enough; note: some results filed as inactive read as strong as hits
MC4R antagonist: antagonists of human melanocortin 4 receptor (MC4R); P32245; MC4R-expressing cells, MTII-stimulated cAMP, LANCE TR-FRET; inhibition, % at 6.5 µM; 360,000 tested, 0.48% active;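 active = inhibition above its plate's cutoff, the mean of tested wells on that plate plus 3 SD, cut at about 29% in these data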;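 note: 0% = Melanotan II alone and 100% = Melanotan II plus saturating MCL0020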
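Test system: U2OS cells stably expressing human melanocortin 4 receptor (MC4R); also added: Melanotan II challenge; compound: 6.5 µM single dose; timing: 30-min compound preincubation, 1-h Melanotan II challenge, 1-h detection, room temperature; signal: Eu-cAMP/anti-cAMP TR-FRET, emission 671 nm; repeats: one well per compound, no replicates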
TLR9-MyD88 inh: blocks human TLR9 binding to MyD88. Q9NR96+Q99836. CHO BLA complementation TLR9-MyD88, CCF4 FRET ratio. inhibition, % at 4.98 µM. 340,000 tested, 0.21% active. AID 504734;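 active = inhibition above the mean over all tested compounds plus 3 SD, cut at about 21% in these data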;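 note: 0% = DMSO only wells and 100% = clavulanate BLA inhibitor control wells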
Target sequence (Q99836 whole entry, looked up): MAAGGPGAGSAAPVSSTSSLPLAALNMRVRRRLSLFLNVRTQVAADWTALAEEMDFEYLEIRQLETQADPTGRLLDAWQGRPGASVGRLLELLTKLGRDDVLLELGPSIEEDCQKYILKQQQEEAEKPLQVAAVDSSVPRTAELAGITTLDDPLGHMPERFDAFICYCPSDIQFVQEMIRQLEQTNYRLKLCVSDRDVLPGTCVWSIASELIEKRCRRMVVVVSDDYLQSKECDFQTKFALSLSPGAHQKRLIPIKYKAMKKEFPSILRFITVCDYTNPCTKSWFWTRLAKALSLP
Target sequence (Q9NR96 whole entry, looked up): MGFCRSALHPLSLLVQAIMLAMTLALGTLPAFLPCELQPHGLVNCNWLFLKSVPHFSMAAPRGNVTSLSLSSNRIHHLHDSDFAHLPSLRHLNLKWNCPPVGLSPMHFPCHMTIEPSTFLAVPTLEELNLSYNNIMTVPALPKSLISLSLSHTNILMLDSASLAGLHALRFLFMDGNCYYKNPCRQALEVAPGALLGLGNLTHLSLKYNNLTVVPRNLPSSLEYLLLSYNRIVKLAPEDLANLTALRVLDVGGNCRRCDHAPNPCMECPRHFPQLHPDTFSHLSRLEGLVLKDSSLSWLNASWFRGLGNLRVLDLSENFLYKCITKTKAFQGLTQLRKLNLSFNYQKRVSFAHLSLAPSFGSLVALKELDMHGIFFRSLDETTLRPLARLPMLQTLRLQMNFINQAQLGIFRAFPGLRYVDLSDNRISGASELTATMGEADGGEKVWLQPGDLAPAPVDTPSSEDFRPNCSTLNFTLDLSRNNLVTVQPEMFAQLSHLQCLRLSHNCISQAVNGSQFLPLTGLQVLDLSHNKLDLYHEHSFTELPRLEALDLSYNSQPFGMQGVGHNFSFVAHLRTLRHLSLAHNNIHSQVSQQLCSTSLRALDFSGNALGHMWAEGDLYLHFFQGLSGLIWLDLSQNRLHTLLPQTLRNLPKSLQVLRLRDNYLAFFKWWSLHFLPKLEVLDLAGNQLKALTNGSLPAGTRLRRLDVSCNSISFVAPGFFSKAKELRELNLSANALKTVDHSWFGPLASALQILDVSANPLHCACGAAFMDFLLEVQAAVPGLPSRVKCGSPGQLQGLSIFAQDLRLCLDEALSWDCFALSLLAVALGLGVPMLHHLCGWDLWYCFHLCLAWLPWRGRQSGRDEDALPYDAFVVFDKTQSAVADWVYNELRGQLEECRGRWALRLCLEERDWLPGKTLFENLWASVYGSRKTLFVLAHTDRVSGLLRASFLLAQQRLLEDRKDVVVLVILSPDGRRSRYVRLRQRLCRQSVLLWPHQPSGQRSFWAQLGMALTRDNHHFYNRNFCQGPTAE
Active calls of the source: *; . = no result given.

Granule exo inh	Glyco luc inh	ABHD5 PLIN5 PPI	aDG glyco up	ABCB6 inh MLPCN	MC4R ag barr	structure	NOD2-RIPK2 inh	Vif imaging	MC4R antagonist	TLR9-MyD88 inh
5.9	2.6	-7.0	0.1	95.0	-0.5	CC1(C)CC(NC(=O)C2CCN(S(=O)(=O)c3ccc(Cl)c(C(F)(F)F)c3)CC2)CC(C)(C)N1	2.0	10.8	5.0	-1.9
-0.8	-0.2	-0.8	0.0	94.0	-0.2	CS(=O)(=O)N(CC(=O)O)c1ccc2c(c1)OCO2	-7.3	-4.3	-1.5	-2.2
-7.3	1.2	-12.0	-0.3	92.0	0.6	COC(=O)c1ccccc1S(=O)(=O)NNC(=O)C1COc2ccccc2O1 (configuration not stated)	-1.2	9.4	12.2	-4.3
6.4	-1.8	-3.8	0.3	100.0	0.1	CC(C)CC(=O)NCCCCc1ccccc1	9.1	-2.2	-0.8	-0.1
0.5	-0.3	-4.9	0.0	98.0	0.8	Cc1nn(-c2ccccc2)c2c1C(c1cccs1)C(C#N)=C(N)O2 (configuration not stated)	4.5	.	5.9	-0.9
-9.8	2.6	5.8	-0.2	96.0	-1.4	Cc1ccc(CNC(=O)CSc2nnc(CNC(=O)c3ccc(F)cc3)o2)cc1	-2.3	2.5	7.5	0.2
2.7	-2.2	29.5*	-0.5	100.0	-1.4	O=[N+]([O-])c1ccc(-[n+]2ccc3ccccc3c2)c([N+](=O)[O-])c1	0.7	-3.5	1.5	3.5
-0.4	-1.2	5.9	-0.2	107.0	1.7	Cc1csc(NC(=O)c2cc(-c3ccco3)nc3ccccc23)n1	-15.2	-6.1	10.8	-8.6
-1.9	1.1	-7.9	-0.4	94.0	-0.8	Cc1c(NC2=NC3(CCCCC3)Cc3ccccc32)c(=O)n(C)n1-c1ccccc1	-9.0	2.2	0.6	-2.5
-1.7	2.9	0.0	0.3	107.0	3.0	O=C(c1cncc(Br)c1)N1CCCc2ccccc21	-3.9	-12.2	-3.1	-5.8

(list continues)
Granule exo inh	Glyco luc inh	ABHD5 PLIN5 PPI	aDG glyco up	ABCB6 inh MLPCN	MC4R ag barr	structure	NOD2-RIPK2 inh	Vif imaging	MC4R antagonist	TLR9-MyD88 inh
2.8	-6.5	7.8	-0.2	99.0	-0.1	CCOc1ccc2nc(N(CCN(CC)CC)C(=O)/C=C/c3cccs3)sc2c1	-3.0	-3.7	5.0	-6.4
-3.0	-1.5	-2.3	-0.3	106.0	-1.9	CC(C)c1ccccc1NC(=O)CCCC(=O)O	-1.8	12.9	7.3	0.3
2.0	2.3	11.0	0.1	100.0	-1.8	O=C(CSc1ncnc2c1nnn2Cc1ccc(F)cc1)NCC1CCCO1 (configuration not stated)	-20.0	-0.5	13.1	-2.6
-8.0	1.6	3.2	0.0	98.0	1.9	COc1ccccc1NC(=O)c1cc[n+](C)cc1	6.9	-0.9	-0.5	-12.3
8.5	-2.3	8.2	0.9	99.0	-0.5	Cc1ccc(C(C)C)c(OCC(O)CN(C)Cc2ccccc2)c1 (configuration not stated)	2.5	-8.7	-4.7	5.1
-1.2	0.8	0.3	-0.2	104.0	-1.5	COc1ccc(/C=C(\NC(=O)c2cccs2)C(=O)N2CCOCC2)cc1OC	-7.0	-1.8	6.5	2.2
1.5	-0.4	-5.8	0.4	93.0	-0.8	CC1=NN(c2nc(-c3ccc(Cl)cc3)cs2)C(=O)C1	6.9	3.1	-0.5	11.5
-3.7	-0.7	1.9	-0.1	97.0	0.6	COc1cccc(N2CCN(c3nc(C)c(C)c(=O)[nH]3)CC2)c1	-9.3	10.1	14.0	2.5
-7.0	0.7	-5.8	1.1	95.0	-0.6	Cc1ccc(S(=O)(=O)N2CCC3(CC2)OCCO3)cc1	-3.3	-6.6	-4.2	-7.5
8.5	0.5	6.3	0.1	95.0	1.0	Cc1nn(CC(=O)Nc2ccc3c(c2)nc(CN2CCCC2)n3C)c(=O)c2ccccc12	-10.5	-1.9	3.7	-5.0

More compounds:
Granule exo inh	Glyco luc inh	ABHD5 PLIN5 PPI	aDG glyco up	ABCB6 inh MLPCN	MC4R ag barr	structure	NOD2-RIPK2 inh	Vif imaging	MC4R antagonist	TLR9-MyD88 inh
9.6	7.0	-0.7	0.1	95.0	-1.8	CCCCNc1nc2c(c(=O)[nH]c(=O)n2C)n1CCOc1ccccc1	-3.1	-6.7	-5.9	1.5
-2.5	-1.3	-12.3	0.0	100.0	-1.1	C[C@H](O)[C@@H]1C(=O)N2CCc3c([nH]c4ccccc34)[C@@H]2C[C@@H]1N(C)Cc1ccc2c(c1)OCO2	-1.9	6.7	-2.0	-4.6
-1.3	3.3	-0.9	0.0	99.0	4.0	Nc1cc(=O)[nH]c(SCCOc2ccccc2)n1	-1.9	-4.4	17.1	1.1
-2.7	0.3	-4.3	-0.2	96.0	-0.8	COC(=O)Nc1ccc(S(=O)(=O)Nc2ccc(C(=O)O)cc2)cc1	1.1	1.5	7.8	7.9
-1.7	0.7	0.9	0.2	100.0	4.0	O=C(O)[C@H](CO)Nc1ncnc2sc3c(c12)CCC3	-6.8	8.8	-7.2	-7.2
-1.1	1.3	-5.2	0.0	90.0	-2.1	CCn1nnnc1SCC(=O)Nc1sc(C)c(C)c1C#N	0.7	3.4	-1.2	-2.8
-0.1	-1.3	1.4	0.1	100.0	-0.7	CC1(C)CC(=O)c2cc(OCC(=O)NCCCN3CCN(c4ccccc4F)CC3)ccc2O1	-11.4	6.6	-3.7	-4.3
-2.3	0.9	0.5	-0.1	97.0	-2.0	O=C1NNC(=O)C2C3C=CC(C4CC34)C12 (configuration not stated)	-15.7	-3.2	-5.7	-11.1
-3.2	0.5	1.0	-0.1	97.0	0.8	OCc1csc(=Nc2ccccc2)n1-c1ccccc1	6.6	8.5	15.1	1.4
0.8	2.6	3.2	-0.1	90.0	-1.7	Cc1cc(C)cc(N(CC(=O)NCc2ccco2)C(=O)CCC(=O)Nc2ccccn2)c1	-9.2	-3.6	-2.9	-2.7

Later entries
Granule exo inh	Glyco luc inh	ABHD5 PLIN5 PPI	aDG glyco up	ABCB6 inh MLPCN	MC4R ag barr	structure	NOD2-RIPK2 inh	Vif imaging	MC4R antagonist	TLR9-MyD88 inh
4.1	1.5	5.2	0.1	95.0	-1.7	Cc1ccnc(NC(=O)CCC(=O)N(CC(=O)NCCc2ccccc2)c2ccccc2F)c1	-3.0	-7.4	8.9	0.6
-0.7	0.8	2.7	-0.1	98.0	-1.7	CN(C)S(=O)(=O)Oc1ccccc1C(=O)Nc1ccc(F)cc1F	-6.8	13.0	11.4	6.7
5.8	-1.9	-1.1	-0.5	85.0	-0.9	COc1cc2oc3ccc(C#Cc4ccccn4)cc3c(=O)c2cc1OC	-1.2	-7.6	13.1	-10.2
-1.2	1.6	-14.0	1.0	91.0	0.6	CC(C)NC(=O)CN1C(=O)C(=O)c2ccccc21	1.2	-3.2	7.5	-10.7
4.3	-2.3	-4.5	0.1	94.0	-0.1	O=C1NC(=O)/C(=C/c2cc3c(cc2Br)OCO3)S1	-3.9	-6.6	10.1	5.0
-0.7	1.6	-1.0	-0.3	97.0	-1.4	COc1ccc(C(=O)OCC(=O)c2cc(OC)ccc2OC)c(OC)c1	-9.2	-5.2	6.7	-13.3
1.4	-3.6	7.4	1.7	96.0	-0.9	CC(=O)N1c2ccc(S(=O)(=O)N3CCC(C(=O)N4CCN(c5cc(Cl)ccc5C)CC4)CC3)cc2CC1C (configuration not stated)	5.5	11.9	-3.0	-2.5
-0.2	-2.0	-10.1	-0.3	98.0	-2.3	CCn1ncc(Cl)c1C(=O)Nc1ccc2c(c1)CCC2	-0.2	0.3	-4.2	-2.7
-4.2	0.3	-4.6	-0.2	102.0	-1.5	O=C(O)c1ccc(NS(=O)(=O)c2ccc(N3CCCC3)c([N+](=O)[O-])c2)cc1	3.5	-0.3	9.0	-3.6
-2.3	0.5	8.9	0.4	96.0	-1.3	COc1ccccc1NC(=O)CCc1nnc2ccc(NCc3ccco3)nn12	-5.5	0.3	5.4	-13.8

Continuation:
Granule exo inh	Glyco luc inh	ABHD5 PLIN5 PPI	aDG glyco up	ABCB6 inh MLPCN	MC4R ag barr	structure	NOD2-RIPK2 inh	Vif imaging	MC4R antagonist	TLR9-MyD88 inh
-4.6	-0.3	-6.8	-0.1	100.0	-1.3	CC(=O)Nc1nc2cccc([N+](=O)[O-])c2s1	-10.7	-9.4	-0.7	-3.8
-1.1	-1.1	0.6	0.1	94.0	-0.3	O=C(CCCN1C(=O)c2cccc3cccc(c23)C1=O)N1CCN(c2ccc(F)cc2)CC1	-1.8	.	5.1	4.7
-4.4	-2.2	0.5	-0.1	97.0	.	CC(C)(C)Cc1c(-c2ccc(Cl)cc2)nc2c(Cl)cc(C(F)(F)F)cn12	-0.9	.	.	.
-3.0	1.4	6.7	-0.4	103.0	-2.1	O=C(NCC(=O)N1CCCC1C(=O)O)OC1CCCCC1 (configuration not stated)	-2.0	10.6	3.6	1.4
-1.4	-1.0	-2.7	0.1	92.0	0.2	COc1ccc(CNC(=O)C(CCSC)NC(=O)c2ccco2)cc1 (configuration not stated)	-3.6	7.3	-2.9	-2.3
-3.8	0.5	0.6	0.0	98.0	-1.0	N/C(=N\NS(=O)(=O)c1ccc(Cl)cc1)c1ccccn1	-5.2	4.8	6.7	-0.2
-2.4	2.3	-9.6	-0.2	91.0	-0.1	Cc1cccc(CCNC(=O)C2CC(O)CN2C(=O)Nc2ccccc2)c1 (configuration not stated)	-1.0	0.1	4.9	-11.5

Five compounds drawn at random from the list so far:
Granule exo inh	Glyco luc inh	ABHD5 PLIN5 PPI	aDG glyco up	ABCB6 inh MLPCN	MC4R ag barr	structure	NOD2-RIPK2 inh	Vif imaging	MC4R antagonist	TLR9-MyD88 inh
-2.4	2.3	-9.6	-0.2	91.0	-0.1	Cc1cccc(CCNC(=O)C2CC(O)CN2C(=O)Nc2ccccc2)c1 (configuration not stated)	-1.0	0.1	4.9	-11.5
-4.6	-0.3	-6.8	-0.1	100.0	-1.3	CC(=O)Nc1nc2cccc([N+](=O)[O-])c2s1	-10.7	-9.4	-0.7	-3.8
-3.0	1.4	6.7	-0.4	103.0	-2.1	O=C(NCC(=O)N1CCCC1C(=O)O)OC1CCCCC1 (configuration not stated)	-2.0	10.6	3.6	1.4
-1.1	-1.1	0.6	0.1	94.0	-0.3	O=C(CCCN1C(=O)c2cccc3cccc(c23)C1=O)N1CCN(c2ccc(F)cc2)CC1	-1.8	.	5.1	4.7
-4.4	-2.2	0.5	-0.1	97.0	.	CC(C)(C)Cc1c(-c2ccc(Cl)cc2)nc2c(Cl)cc(C(F)(F)F)cn12	-0.9	.	.	.

The list is partial; the hit share may differ from the screen's.
